Bioassay records as filed in PubChem.
FadD28 FP inh: M. tuberculosis FadD28 bisubstrate binding inhibition; FadD28 bisubstrate probe binding, fluorescence polarization; inhibition, % at 12.5 µM; hit rate 0.22% among 360,000; AID 588549; in the data active = inhibition above about 8.5%, passing the limit was not always enough; inconclusive = no clear call, values can overlap the other calls
Mtb UGM inh: inhibitors of M. tuberculosis UDP-galactopyranose mutase. purified UGM, fluorescence polarization probe displacement. P9WIQ1. inhibition, % at 10 µM. hit rate 0.06% among 320,000; in the data active = inhibition above about 10%, passing the limit was not always enough; inconclusive = no clear call, values can overlap the other calls
Target sequence (P9WIQ1 whole entry, looked up): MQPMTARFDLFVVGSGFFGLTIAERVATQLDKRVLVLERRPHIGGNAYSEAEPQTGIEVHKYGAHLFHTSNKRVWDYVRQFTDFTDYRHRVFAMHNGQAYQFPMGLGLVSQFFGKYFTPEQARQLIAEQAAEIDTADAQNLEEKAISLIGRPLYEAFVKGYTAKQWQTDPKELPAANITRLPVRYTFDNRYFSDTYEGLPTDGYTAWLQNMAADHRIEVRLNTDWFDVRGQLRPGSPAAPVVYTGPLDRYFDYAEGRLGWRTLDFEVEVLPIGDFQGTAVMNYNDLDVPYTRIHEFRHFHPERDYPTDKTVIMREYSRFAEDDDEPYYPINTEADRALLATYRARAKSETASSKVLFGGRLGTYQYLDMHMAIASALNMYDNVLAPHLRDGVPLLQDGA
GDH-TPI counter: inhibits GDH-TPI coupling enzymes, artifact for Mtb FBA screen; AID 588335; hit rate 1.2% among 360,000; inhibition, % at 4.8 µM; GDH-TPI coupled enzyme counterscreen, NADH absorbance;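 also: 0% = DMSO wells and 100% = wells lacking the enzyme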
BoNT F protease: blocks Botulinum neurotoxin F light chain protease | inhibition, % at 10 µM | hit rate 0.22% among 360,000 | Multiplex microsphere protease cleavage assay, flow cytometry | AID 588497; in the data active = inhibition above about 35%, passing the limit was not always enough; inconclusive = no clear call, values can overlap the other calls; also: plate controls were buffer without enzyme for full effect and enzyme alone for no effect
Rv3671c protease: inhibitors of M. tuberculosis serine protease Rv3671c. P9WHR9. inhibition, % at 5.96 µM. hit rate 0.048% among 320,000. AID 2606; in the data active = inhibition above about 38%;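 also: extracellular domain of Rv3671c used as enzyme; 0% = enzyme with DMSO and 100% = no enzyme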
CCHF vOTU inh: blocks the CCHF virus ovarian tumor domain protease. CCHFV vOTU protease, Pep-AMC fluorescence. inhibition, % at 11.5 µM. hit rate 0.55% among 370,000; also: 0% = vehicle wells with enzyme and 100% = no enzyme wells
MazEF act: MazEF (E. coli) toxin RNase activation; P0AE70; FAM/BHQ RNA-DNA oligo cleavage fluorescence, 5 h; activation, % at 20 µM; hit rate 0.32% among 350,000; AID 504720; in the data active = activation above about 50%
Target sequence (P0AE70 whole entry, looked up): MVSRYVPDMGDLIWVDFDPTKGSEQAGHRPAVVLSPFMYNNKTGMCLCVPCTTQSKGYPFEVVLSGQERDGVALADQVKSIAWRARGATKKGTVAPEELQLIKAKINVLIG
FBA Mtb inh: Mtb fructose-bisphosphate aldolase inhibition; AID 588726; purified M. tuberculosis FBA, fluorescence read-out; hit rate 2.3% among 360,000; inhibition, % at 1 µM; P9WQA3; in the data active = inhibition above about 27%;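 also: 0% = vehicle and 100% = reference inhibitor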
BioA inh: blocks M. tuberculosis BioA enzyme activity; purified M. tuberculosis BioA enzyme, plate reader; inhibition, % at 9.99 µM; hit rate 0.096% among 360,000; AID 602481; in the data active = inhibition above about 40%; inconclusive = no clear call, values can overlap the other calls
DUSP3 inh: DUSP3 (human) phosphatase inhibition | recombinant VHR phosphatase, pNPP absorbance | AID 1654 | hit rate 0.52% among 290,000 | inhibition, % at 13.3 µM | P51452; in the data active = inhibition above about 50%; also: some compounds called inactive have numbers as strong as hits
Target sequence (P51452 whole entry, looked up): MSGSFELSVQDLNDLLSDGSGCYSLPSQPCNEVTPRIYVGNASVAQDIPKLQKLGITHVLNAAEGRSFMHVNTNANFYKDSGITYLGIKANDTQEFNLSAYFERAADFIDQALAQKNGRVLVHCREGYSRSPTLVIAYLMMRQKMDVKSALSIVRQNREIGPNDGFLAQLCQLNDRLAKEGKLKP
Starred values were filed as active, the others as inactive; ? = inconclusive; . = not tested or not shown; + = active, no number; & = joins results of further samples. Rule as the data show it, unless noted: active = inhibition above about 30%; inactive = the rest.

Every second line gives: FadD28 FP inh, Mtb UGM inh, GDH-TPI counter, BoNT F protease, Rv3671c protease, CCHF vOTU inh, MazEF act, FBA Mtb inh, BioA inh, DUSP3 inh
> CCN(CCCNC(=O)C1CCN(S(=O)(=O)N2CCC3(CC2)OCCO3)CC1)c1ccccc1
  -0.8, 1.8, 4, -3, 0, -2, -4, 1, -1.0, 23
> COc1ccc(S(=O)(=O)N2CCN(CC(=O)N3c4ccccc4CC3C)CC2)cc1OC (stereo not given)
  -3.9, ., -1, -8, ., 4, -2, -1, 0.0, .
> CCOc1ccc(NC(=O)C2C(C(=O)O)C3(Cl)C(Cl)=C(Cl)C2(Cl)C3(Cl)Cl)cc1 (stereo not given)
  21*, 2.0, -3, -3, -1, 16, 15, 2, ., 6
> COc1ccc(NC(=O)N2CCN(C(=O)C(Cc3ccc(F)cc3)NC(C)=O)CC2)cc1 (stereo not given)
  -0.9, -1.1, 4, 2, 8, -9, 7, 5, -3.1, 15
> O=C(NC(=S)Nc1cc([N+](=O)[O-])ccc1O)c1cccnc1
  -3.7, 0.1, 0, 0, -2, -3, 3, -5, ., 7
> O=C(CNC(=O)c1cc(Cl)cc([N+](=O)[O-])c1)NC1CC1
  -0.6, 1.8, -7, -7, -4, -2, 7, 0, -2.2, .
> Cc1cc(C=O)sc1[B-](F)(F)F
  -0.8, ., 17, -3, ., 2, -7, 0, 0.3, .
> NC(=O)COC(=O)c1cccc2c1-c1ccccc1C2=O
  -0.5, 3.2, 1, -4, -4, 6, 6, 18, ., 22
> COc1ccc(C2C3=C(CCCC3=O)N(CC(=O)O)C3=C2C(=O)CCC3)cc1Br
  -2.5, ., 7, -3, ., -139, -14, 135*, 0.6, .
> Cc1cc(NC(=O)CSCCO)no1
  -3.1, 0.5, -14, 5, -2, -10, -2, -3, ., 26

Compounds from the list above containing a nitro group on carbon:
Every second line gives: FadD28 FP inh, Mtb UGM inh, GDH-TPI counter, BoNT F protease, Rv3671c protease, CCHF vOTU inh, MazEF act, FBA Mtb inh, BioA inh, DUSP3 inh
> O=C(NC(=S)Nc1cc([N+](=O)[O-])ccc1O)c1cccnc1
  -3.7, 0.1, 0, 0, -2, -3, 3, -5, ., 7
> O=C(CNC(=O)c1cc(Cl)cc([N+](=O)[O-])c1)NC1CC1
  -0.6, 1.8, -7, -7, -4, -2, 7, 0, -2.2, .

(more compounds)
Every second line gives: FadD28 FP inh, Mtb UGM inh, GDH-TPI counter, BoNT F protease, Rv3671c protease, CCHF vOTU inh, MazEF act, FBA Mtb inh, BioA inh, DUSP3 inh
> CCOC(=O)c1ccc(-c2ccc(CO)o2)cc1
  0.0, -1.7, 19, 2, -4, -155, -4, +, ., 23
> Cc1cccc(N2CCN(C(=O)COc3cccc4c3OC(C)(C)C4)CC2)c1C
  -4.5, 3.7, 5, 27, 1, 0, -19, -6, ., 12
> CCn1cc(C(=O)N2CCc3ccccc32)c(=O)c2cc(S(=O)(=O)N3CCOCC3)ccc21
  -0.6, -0.3, 18, -2, -2, 8, 5, 1, ., 24
> CC(=O)c1sc(NC(=O)c2c(F)cccc2F)nc1-c1ccccc1
  -3.5, 0.0, 9, -4, -5, 19, 1, -1, -1.0, 7
> Cc1cccc(NC(=O)c2nc[nH]c2C(=O)NCc2ccccc2)c1
  -0.9, -0.6, 11, -4, -10, 5, -2, -1, 2.0, .
> O=C(NC1CCCC1)C1CCN(C(=O)c2ccc(Cl)cc2)CC1
  -0.2, -0.9, -2, -12, 0, -3, 4, 1, 4.7, 7
> CCC(=O)N/C(N)=N/c1nc(C)c2cc(C)c(C)cc2n1
  1.4, -1.4, 12, 0, 2, 6, 5, -2, -1.3, 17
> O=C(Nc1nnc(SCc2ccc(F)cc2)s1)c1ccccn1
  0.8, ., 13, -14, ., 17, -3, 4, ., 18
> c1ccc2c(c1)ccn2CCCN1CCCCC1
  -3.2, ., 2, -5, ., 12, 8, -3, -0.6, .
> COC(=O)Cn1c(=O)c2c(nc3n2CCCN3CCc2ccc(OC)c(OC)c2)n(C)c1=O
  ., -0.7, 16, 16, 0, 8, 2, -1, 5.6, 16

Reprinted at random: six entries already listed.
Every second line gives: FadD28 FP inh, Mtb UGM inh, GDH-TPI counter, BoNT F protease, Rv3671c protease, CCHF vOTU inh, MazEF act, FBA Mtb inh, BioA inh, DUSP3 inh
> O=C(NC(=S)Nc1cc([N+](=O)[O-])ccc1O)c1cccnc1
  -3.7, 0.1, 0, 0, -2, -3, 3, -5, ., 7
> CC(=O)c1sc(NC(=O)c2c(F)cccc2F)nc1-c1ccccc1
  -3.5, 0.0, 9, -4, -5, 19, 1, -1, -1.0, 7
> CCC(=O)N/C(N)=N/c1nc(C)c2cc(C)c(C)cc2n1
  1.4, -1.4, 12, 0, 2, 6, 5, -2, -1.3, 17
> COc1ccc(S(=O)(=O)N2CCN(CC(=O)N3c4ccccc4CC3C)CC2)cc1OC (stereo not given)
  -3.9, ., -1, -8, ., 4, -2, -1, 0.0, .
> Cc1cc(NC(=O)CSCCO)no1
  -3.1, 0.5, -14, 5, -2, -10, -2, -3, ., 26
> O=C(CNC(=O)c1cc(Cl)cc([N+](=O)[O-])c1)NC1CC1
  -0.6, 1.8, -7, -7, -4, -2, 7, 0, -2.2, .

More compounds follow.
Every second line gives: FadD28 FP inh, Mtb UGM inh, GDH-TPI counter, BoNT F protease, Rv3671c protease, CCHF vOTU inh, MazEF act, FBA Mtb inh, BioA inh, DUSP3 inh
> Cc1ccc(-c2c(C(=O)N/N=C/c3ccc(OC(C)C)cc3)nnn2-c2nonc2N)cc1
  -2.5, 1.5, 22, -4, -35, 17, -4, 1, -0.6, -9
> S=C(NCCN1CCOCC1)Nc1ccc(Br)cc1
  0.9, 0.0, 4, -7, 4, 6, 2, 0, ., 5
> O=C(c1ccccc1)n1nc(-c2ccccc2)nc1NCc1ccco1
  -4.5, 3.4, 4, -8, 7, 2, 7, 3, -1.2, 19
> CC(=O)C1=C(c2ccc(Br)cc2)C(=O)c2ccccc2C1=O
  -0.2, 2.4, 13, 2, -23, 23, 2, 0, 7.9, 26
> CCCCc1cc(=O)oc2c(C)c(OCC(=O)N3C[C@H]4C[C@@H](C3)c3cccc(=O)n3C4)ccc12
  -1.3, -0.4, 21, 8, -12, 20, 15, 5, 3.3, 0
> COc1ccc(C#Cc2c(C=O)n(C)c3ccccc23)cc1
  0.9, 1.5, 9, -2, -10, -5, -31, 26, -1.3, .
> CCc1ccc2c(CN3CCN(S(=O)(=O)c4ccccc4F)CC3)cc(=O)oc2c1
  -0.6, -2.0, 4, -1, -7, 9, -16, 5, -3.0, .
> O=C(CN1CCCCC1)Nc1ccc(S(=O)(=O)NC2CCCCC2)cc1
  -2.1, 0.2, 5, 3, -3, 9, -2, -1, -0.6, 29
> COc1cccc(CC(CC(=O)O)C(=O)Nc2cc(C)ccc2C)c1 (stereo not given)
  0.1, -2.2, 7, ?, 10, -10, 1, -1, -0.7, 5
> Cc1ccc(S(=O)(=O)n2nc(-c3ccco3)nc2SCc2ccccc2)cc1
  -1.5, 2.2, -6, 2, -5, 9, 10, 2, 0.1, 0
> N#Cc1cc(F)c(N2CCNCC2)cc1Cl
  -4.4, -0.3, -4, -5, -1, 0, 1, -1, 0.5, 5
> CNC(=O)COC(=O)c1cccnc1SC
  1.7, 1.1, 2, -3, -3, -3, 4, 2, 1.3, 23
> CCn1c2ccc(CC(=O)O)cc2c2cc(CC(=O)O)ccc21
  0.0, 3.1, 2, 6, 4, -4, 3, 6, 0.0, 9
> CCCCNC(=O)c1sc2ncnc(N3CCc4ccccc4C3)c2c1C
  -4.5, 1.7, 8, -4, -14, 6, -12, 1, ., 17
> Cc1c(C(=O)N2CCCCC2CCN2CCCC2=O)oc2c(F)cccc12 (stereo not given)
  -0.2, 0.2, 10, 9, -9, -3, -10, 0, -0.5, 2
> COc1ccc(-c2cnc3c(c2)C(=O)N([C@H](C)CO)C[C@@H](C)[C@H](CN(C)Cc2ccccc2)O3)cc1
  -4.4, ., -16, -1, ., 11, 0, 0, 1.5&-0.2&0.7, .
> CN(C)C(=O)c1ccc(NC(=O)COc2ccc([N+](=O)[O-])cc2)cc1
  -1.6, 0.1, 6, 1, -3, 11, 1, 0, ., 20
> Cc1nn(CCO)c2ncc(C(=O)c3cc(F)ccc3O)cc12
  -2.1, 0.8, -4, 2, -9, -18, 6, -1, 1.4, -4
> COc1ccc(C2CC(c3cccs3)=Nc3ccccc3S2)cc1OC (stereo not given)
  -20, 0.0, 18, 10, -5, -5, 2, 7, -1.2, -20
> C[C@H]1[C@H](OC(=O)CCC(=O)NCc2ccc(C(=O)O)cc2)O[C@@H]2O[C@@]3(C)CC[C@H]4[C@H](C)CC[C@@H]1C24OO3
  -1.4, 1.1, 2, ?, -3, ., 1, 1, -1.2, 11
> CC(=O)Nc1ccc(S(=O)(=O)Nc2nccc(C3Cc4ccccc4C(=O)O3)n2)cc1 (stereo not given)
  -3.3, -0.1, 9, 0, -7, -6, 7, 3, -1.0, 4
> Cc1ccccc1-c1ccc(C=Nc2c(C)n(C)n(-c3ccccc3)c2=O)o1
  -3.0, -1.4, 33*, -63, 4, 18, 7, -11, 2.0, 21
> Cc1csc(C(C#N)C(=O)c2ccncc2)n1 (stereo not given)
  1.7, 2.8, 12, 5, 1, 13, 0, 0, ., 10
> CCCNC(=O)C1(C)CCCN(C(=O)c2ccc3c(c2)CCO3)C1 (stereo not given)
  -3.7, ., -7, -14, ., -8, ., 0, 0.0, .
> COC(=O)c1ccc(-n2ccnc2)cc1
  -0.4, 3.5, -2, -4, 4, 1, 2, 0, ., 20
> CCOc1ccccc1N1CCN(C(=O)c2cc(S(=O)(=O)N(C)C)ccc2N2CCCC2)CC1
  -0.9, -0.4, 1, 18, -5, -6, -4, 0, -1.1, .
> O=C(N/N=C/c1c(F)cccc1Cl)C(=O)N1CCCCCC1
  -1.4, -0.2, 0, 11, -2, 8, -3, -1, -0.9, 14
> Cc1ccc2nc(-c3ccccn3)cc(C(=O)NC(C)C(C)(C)C)c2c1 (stereo not given)
  -4.6, 2.2, 0, -5, -6, -16, 0, 6, ., 48
